# D2 antagonist: HTS Assay for Allosteric Antagonists of the Human D2 Dopamine Receptor: Primary Screen for Antagonists. D(2) dopamine receptor (Homo sapiens), P14416. HEK293 TREx D2 cells, calcium flux, dopamine EC80. inhibition, % at 10 µM. 340,000 tested, 2% active. AID 485344, 2010; in the data active means inhibition above about 30%; further: 0% is about no effect
#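 Read-out: kinetic calcium fluorescence (1 cycle/s) in inducible HEK293 T-REx D2 cells after an EC80 dopamine addition that followed 180 s compound preincubation. Loss of the dopamine response indicates antagonism.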
# RXFP1 antag: qHTS Assay for Antagonists of the Relaxin Receptor RXFP1. Relaxin receptor 1 (Homo sapiens), Q9HBX9. HEK293-RXFP1, relaxin-stimulated cAMP HTRF, 30 min; hits give low values. activity change, negative = inhibition, % at 57.5 µM. 350,000 tested, 0.59% active;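 active means activity change of -60% or lower, but not beyond a set lower limit; inconclusive means change between -60% and -40%, or beyond the set limit; inactive means change above -40%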; further: on the % scale 0 is the no-effect control and ±100 the full control effect
# D1 ag: Allosteric Agonists of the Human D1 Dopamine Receptor: qHTS; D(1A) dopamine receptor (Homo sapiens), P21728; HEK293 T-REx D1 cells, calcium flux, agonist mode; activation, % at 2 µM; 360,000 tested, 1% active; AID 504660, 2011; in the data active means activation above about 30%; further: 0% is about no effect
# Target sequence (P21728 whole entry, looked up): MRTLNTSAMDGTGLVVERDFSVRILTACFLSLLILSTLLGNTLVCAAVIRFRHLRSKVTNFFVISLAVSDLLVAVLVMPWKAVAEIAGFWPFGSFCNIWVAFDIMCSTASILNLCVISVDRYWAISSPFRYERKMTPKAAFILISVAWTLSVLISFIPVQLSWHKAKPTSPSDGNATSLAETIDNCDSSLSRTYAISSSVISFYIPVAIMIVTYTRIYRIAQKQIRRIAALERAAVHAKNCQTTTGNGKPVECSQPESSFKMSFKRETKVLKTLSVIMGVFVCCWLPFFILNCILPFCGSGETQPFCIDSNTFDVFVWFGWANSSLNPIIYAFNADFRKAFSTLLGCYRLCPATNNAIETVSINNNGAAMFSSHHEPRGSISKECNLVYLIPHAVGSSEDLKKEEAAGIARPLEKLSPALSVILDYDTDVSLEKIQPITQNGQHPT
#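 Agonism was scored from calcium flux recorded over 180 s (1 read/s) after pintool compound addition, following a 10-cycle baseline. Cells were inducible force-coupled HEK293 TREx D1, plated overnight at 30 C and loaded with no-wash calcium dye.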
# D1 antagonist: Antagonist of Human D 1 Dopamine Receptor: qHTS | HEK293 TREx D1 cells, calcium flux, dopamine EC80; hits give low values | activity change, negative = inhibition, % at 10 µM | 360,000 tested, 3.2% active | AID 504652, 2011; in the data active means activity change below about -30%; further: on the % scale 0 is the no-effect control and ±100 the full control effect
#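 Using tetracycline-induced force-coupled D1 Hek293 cells and a calcium dye, signals were followed for 180 s after compound, then for 180 s after EC80 dopamine, to detect inhibitors.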
# D2 agonist: HTS Assay for Allosteric Agonists of the Human D2 Dopamine Receptor: Primary Screen for Agonists; AID 485358, 2010; D(2) dopamine receptor (Homo sapiens), P14416; 340,000 tested, 0.53% active; activation, % at 2 µM; HEK293 T-REx D2 cells, calcium flux agonist mode;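 active means activation over 3 SD above normal in the single-dose calcium agonist read, cut at about 30% in these data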; further: 0% is about no effect
#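 Tetracycline-induced HEK293 T-REx cells with force-coupled D2 receptor, plated overnight at 30 C, loaded with no-wash calcium dye. After a 10 s baseline, compound was pin-added and calcium flux read kinetically for 180 s; calcium rises flagged agonists.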
# TRHR enhancer: qHTS for Small Molecule Agonists and Allosteric Enhancers of Human TRH Receptor: Primary Screen for Enhancers. TRHR cells, fluo-8 calcium fluorescence, EC20 TRH enhancement. 360,000 tested, 0.66% active. Thyrotropin-releasing hormone receptor (Homo sapiens), P34981. enhancement, % at 2 µM; in the data active means enhancement above about 30%; further: 0% is about no effect
# Target sequence (P34981 whole entry, looked up): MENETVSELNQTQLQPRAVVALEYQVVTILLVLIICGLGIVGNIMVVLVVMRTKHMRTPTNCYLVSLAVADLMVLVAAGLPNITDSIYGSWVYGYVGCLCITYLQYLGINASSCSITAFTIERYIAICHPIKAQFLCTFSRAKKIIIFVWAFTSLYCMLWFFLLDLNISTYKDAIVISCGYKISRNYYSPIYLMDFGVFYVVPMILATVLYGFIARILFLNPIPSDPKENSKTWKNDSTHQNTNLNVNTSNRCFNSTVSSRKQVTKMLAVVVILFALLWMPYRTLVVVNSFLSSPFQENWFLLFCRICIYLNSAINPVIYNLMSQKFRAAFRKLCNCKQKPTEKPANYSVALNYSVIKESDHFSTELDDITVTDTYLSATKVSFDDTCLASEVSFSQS
#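 TRHR-expressing cells loaded with fluo-8 calcium dye were read kinetically (ex 480/em 530) during compound addition, then stimulated with an EC20 of TRH (10 nM final). Enhancement of the Gq-mediated intracellular calcium response was scored.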
# D1 potentiator: Potentiators of Human D1 Dopamine Receptor: qHTS; potentiation, % at 10 µM; D(1A) dopamine receptor (Homo sapiens), P21728; 360,000 tested, 0.036% active; HEK293 TREx D1 cells, calcium flux, dopamine EC20 potentiation; in the data active means potentiation above about 30%; further: 0% is about no effect
# RXFP1 ag: qHTS Assay for Agonists of the Relaxin Receptor RXFP1 | Potency, µM (series often up to 57.5 µM), inactives show at the top dose activation, usual class: activators | HEK293T-RXFP1 cAMP TR-FRET, 30 min; response scale: percent of porcine relaxin response, buffer zero | AID 2676, 2010 | Relaxin receptor 1 (Homo sapiens), Q9HBX9 | 370,000 tested, 0.3% active; active means well fitted activation curve with a large enough effect; inconclusive means small, poorly fitted or top-dose-only effect; further: potency means the concentration at half of the fitted maximal effect; on the % scale 0 is the no-effect control and ±100 the full control effect; nearly all actives have a fitted effect of over 60% in size; many of its hits are not listed in these tables
#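 HEK293 cells stably expressing RXFP1, treated 30 min at 37C with compounds plus PDE4 inhibitor Ro 20174; cAMP measured by HTRF TR-FRET. Normalized to buffer and 29 nM porcine relaxin; EC50 by Hill fit.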
# D2 PAM: HTS Assay for Positive Allosteric Modulators of the Human D2 Dopamine Receptor: Primary Screen for Potentiators; potentiation, % at 10 µM; HEK293 T-REx D2, calcium flux, EC20 dopamine potentiation; 340,000 tested, 0.34% active; AID 485347, 2010;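 active means potentiation over 3 SD above the plate norm, cut at about 30% in these data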; further: 0% is about no effect
#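 Cells plated with tetracycline inducer and held overnight at 30 C; calcium dye loaded 30–90 min at room temperature; baseline taken, compound added and read 180 s; EC20 dopamine then added and read 180 s.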
# Numbers without * were called inactive; ? = inconclusive; / = no result given; & = joins results of further samples.
Compound	D2 antagonist	RXFP1 antag	D1 ag	D1 antagonist	D2 agonist	TRHR enhancer	D1 potentiator	RXFP1 ag	D2 PAM
CCN1CC2([N+](=O)[O-])CC=C(Cl)C([N+](=O)[O-])(C1)C2 (stereo unspecified)	-8	2	0	7	1.6	2	-7	-1.0%	-2
c1cncc(CNC2CCCCC2)c1	-1	-1	3	9	0.3	16	4	0.6%	-4
O=C(O)c1ccc(N=Cc2c(O)[nH]c(=O)[nH]c2=O)cc1	-10	1	2	5	0.0	-4	-5	2.8%	-1
COC(=O)C1=C(N)Oc2c(c(=O)oc3ccccc23)C1c1cccnc1 (stereo unspecified)	-1	-16	1	/	-0.6	6	1	2.5%	-9
CC(C)C(=O)NC(Oc1ccccc1Cl)C(Cl)(Cl)Cl (stereo unspecified)	2	-20	-3	29	0.9	-7	4	1.5%	-5
Nc1ccc2nonc2c1[N+](=O)[O-]	6	10	92*	-12	10	4	2	3.7%	-4
CC(=O)Nc1ccc(OC(=O)c2ccccc2N)cc1	-9	-15	5	-26	-0.8	3	-2	-1.3%	19
COc1ccccc1N1CCN(Cc2c(F)cccc2Cl)CC1	-20	-14	3	4	3.9	-7	-4	0.4%	-29
CCOC(=O)C(C)Oc1cc(C)cc2oc(=O)c3c(c12)CCCC3 (stereo unspecified)	-13	-7	2	-9	1.7	6	1	3.4%	2
COc1cccc(-n2c(CN3CCOCC3)nc3ccc([N+](=O)[O-])cc3c2=O)c1	2	-18	1	2	-1.7	-12	3	0.6%	1
CN1CCN(c2ccc(S(=O)(=O)C(F)(F)F)cc2[N+](=O)[O-])CC1	/	-8	7	-9	/	43*	-8	0.0%	/
Cc1ccc2c(c1)cc1c(=O)n(CC(=O)N3CCC4(CC3)OCCO4)nc(C)n12	4	2	0	15	0.0	7	-5	16%	-7
Cc1ccccc1-n1c(/C=C/c2ccc(N(C)C)cc2)nc2ccccc2c1=O	/	-8	197*	10	24	18	60*	1.7%	-7
CCn1nc(-c2cccs2)nc2c(=O)n(C)c(=O)nc1-2	-12	-3	2	2	-1.2	-5	2	-0.2%	-5
O=c1[nH]c(=S)n(C2CC2)c(O)c1C=NCCc1ccccc1	10	-3	1	-13	1.8	-4	-1	-1.4%	3
COC(=O)C1=C(c2cccc(OCc3ccccc3)c2)C[C@@H]2CC[C@H]1N2C(=O)NCc1ccc(C(C)(C)C)cc1	8	/	4	-10	-0.3	2	-2	-0.4%	-2
CNCC(O)c1ccc(O)cc1 (stereo unspecified)	7	21	1	1	1.4	2	0	-0.7%	-3
CCCCn1c(=O)c(C(=O)NCc2ccccc2Cl)c(O)c2ccccc21	2	-1	2	5	1.1	1	-2	-4.7%	-2
CCn1c(O)c(C=NCCN2CCOCC2)c(=O)[nH]c1=S	17	-23	1	13	1.0	7	2	3.7%	3
CCC(CO)NC(=O)C1C=C2c3cccc4[nH]cc(c34)CC2N(C)C1 (stereo unspecified)	81*	/	25	-86*	84*	-3	-14	4.2%	-19
O=C1CC(c2ccc(C(F)(F)F)cc2)c2c(c3ccccc3oc2=O)O1 (stereo unspecified)	/	6	3	0	0.2	0	0	6.5%	-2
Cc1ccc(Cn2ccccc2=N)cc1	-6	-11	1	2	1.3	-1	-2	-1.8%	5
O=C(CN1CCCC1)Nc1ccc(Cl)cc1C(=O)c1ccccc1	11	-9	2	25	0.2	9	7	-2.9%	6
Cn1cccc1/C=C1/C(=O)NC(=O)N(Cc2ccccc2)C1=O	-2	-20	7	3	-0.6	5	-2	1.0%	6
COC(=O)C1=C(c2ccc(Cl)c(C(F)(F)F)c2)C[C@@H]2CC[C@H]1N2C(=O)NC1CC1	-1	/	0	/	-0.8	-7	-3	1.1%	-7
O=c1[nH]cc(COCC(F)(F)C(F)(F)C(F)(F)F)c(=O)[nH]1	15	-4	2	-13	0.2	-3	-6	1.3%	-3
CN1CCN(/N=C/c2c(O)n(CCC3=CCCCC3)c(=S)[nH]c2=O)CC1	-3	-1	2	-9	0.6	4	-1	7.5%	2
ClC1C(Cl)C(Cl)C(Cl)C(Cl)C1Cl (stereo unspecified)	-8&-7	/	2&26	24&-27	2.4&1.8	0&1	-4&12	0.0%&0.5%	11&-1
Cc1cc(OCC(=O)N[C@@H](Cc2ccccc2)C(=O)O)c2c3c(c(=O)oc2c1)CCC3	7	/	0	8	-0.4	-1	1	4.4%	16
Cc1nc2ccccc2n1C1CCN(Cc2nnnn2CCc2ccccc2)CC1	6	-1	2	3	0.3	5	5	-1.3%	-2

# Gathered by group: the entries above with a COOH group.
Compound	D2 antagonist	RXFP1 antag	D1 ag	D1 antagonist	D2 agonist	TRHR enhancer	D1 potentiator	RXFP1 ag	D2 PAM
O=C(O)c1ccc(N=Cc2c(O)[nH]c(=O)[nH]c2=O)cc1	-10	1	2	5	0.0	-4	-5	2.8%	-1
Cc1cc(OCC(=O)N[C@@H](Cc2ccccc2)C(=O)O)c2c3c(c(=O)oc2c1)CCC3	7	/	0	8	-0.4	-1	1	4.4%	16

# Going on with the list:
Compound	D2 antagonist	RXFP1 antag	D1 ag	D1 antagonist	D2 agonist	TRHR enhancer	D1 potentiator	RXFP1 ag	D2 PAM
COc1ccc(CN2CCCC(C(=O)c3cccc(Cl)c3)C2)cc1 (stereo unspecified)	25	-22	4	-9	-1.1	-2	-7	-0.2%	-21
CN(C)P(=S)(Nc1ccccc1)C(Cl)(Cl)Cl (stereo unspecified)	29	-25	3	7	2.0	2	-3	0.8%	-3
CCOC(=O)c1ccc(N=C(CC)c2c(O)n(C)c(=O)n(C)c2=O)cc1	9	13	5	1	-0.6	-3	-10	0.0%	-5
CC(C)c1ccc(N2C(=O)NC(=O)/C(=C\C=C\c3ccco3)C2=O)cc1	6	?	14	0	1.4	-10	-3	1.0%	/
COc1ccc(C[C@@H]2c3cc(O)c(OC)cc3CCN2C)cc1O	52*	/	0	-88*	0.1	-7	-11	-0.7%	-18
CCOC(=O)c1sc(/N=C/c2c(O)n(-c3ccccc3)c(=O)[nH]c2=O)c(C#N)c1C	12	7	0	-5	0.1	-1	4	0.0%	8
C=CCn1c(O)c(C(=O)CCCCCC)c(=O)[nH]c1=O	-5	-3	0	-10	-1.4	-2	-6	-0.9%	0
CCOC(=O)C1C(=O)NC2(C)CC1c1cc(OC)ccc1O2 (stereo unspecified)	3	5	1	3	0.3	-5	1	-0.2%	4
O=C(CNC(=O)OCc1ccccc1)Nc1ccc(Br)cc1C(=O)c1ccccc1Cl	-12	-21	12	-3	-0.1	10	-5	0.3%	8
CC(=O)c1cccc(NC(=O)N2C[C@H]3C[C@@H](C2)c2cccc(=O)n2C3)c1	-13	/	0	10	0.5	-4	-2	0.5%	4
COC(=O)C1=Nc2ccccc2/C1=C\c1c(O)n(-c2ccc(Br)cc2)c(=O)[nH]c1=O	-6	-36	6	-5	-0.7	5	-1	0.1%	3
COc1ccc(/C=C/C(=O)NC(=S)N2C[C@H]3C[C@H](C2)c2cccc(=O)n2C3)cc1OC	-22	/	3	-22	0.3	-15	2	0.0%	-7
O=c1[nH]c(=S)n(C2CC2)c(O)c1C=NCC1CCCO1 (stereo unspecified)	-16	0	1	3	1.6	1	4	-0.2%	-1
Cc1cccc(NC(=O)OC2CN3CCC2CC3)c1 (stereo unspecified)	-2	-16	2	4	0.8	7	-3	-0.3%	-2
CC(=O)N1N=C2C3CCN(CC3)C2C1c1cccc2ccccc12 (stereo unspecified)	-5	-28	-2	16	-0.9	4	-1	0.0%	2
Cc1cccc(N2C(=O)NC(=O)/C(=C\c3cccn3-c3ccc(Cl)cc3)C2=O)c1	-5	-71*	0	9	0.5	-5	0	-1.7%	-8
NS(=O)(=O)c1ccc(N=Nc2c(O)[nH]c(=S)[nH]c2=O)cc1	-10	-1	11	-8	-0.4	4	5	-0.7%	10
O=C(C[n+]1ccn(CCCNP2(=O)C=C(c3ccccc3)OC(c3ccccc3)=C2)c1)c1ccccc1	11	-3	1	3	0.1	2	-5	3.0%	-8
c1ccc2c(c1)CNc1ccccc1O2	-10	-3	2	-7	2.2	14	-1	1.3%	4
CC(OC(=O)c1cn(C)c2ccccc12)C(=O)N1CCCC1 (stereo unspecified)	-12	5	1	39	0.2	12	6	-1.6%	5
CC/C(=N\NC(=O)c1ccccc1Cl)c1c(O)n(C2CCCCC2)c(=O)[nH]c1=O	-14	-1	0	2	-3.4	-1	9	-0.1%	-4
COc1cc(OC)c(C=O)c(OC(=O)N(C)C)c1	-10	-5	0	/	-1.5	2	-4	1.2%	5
O=c1c2ccccc2[se]n1-c1ccccc1	-11	/	30	3	1.9	-5	4	-0.2%	13
COC(=O)C1=C(c2ccc(F)cc2OCc2ccccc2)C[C@@H]2CC[C@H]1N2C(=O)NCc1cccc(C(F)(F)F)c1	5	/	4	-17	-0.7	-12	-2	2.7%	-7
CCC(C)N1Cc2ccccc2C1=N (stereo unspecified)	3	-6	2	5	0.1	1	-1	1.0%	6
Cc1nn(C2CCOC(C)(C)C2)c2c1C(c1ccc(OC(C)C)cc1)SCC(=O)N2 (stereo unspecified)	12	14	2	-13	0.1	-2	-2	7.0%	-3
CCN(CC)c1ccc(CNCCc2ccccc2F)cc1	-28	?	46*	22	0.6	3	-6	4.3%	-2
CCCCn1c(O)c(C=Nc2c(C)n(C)n(-c3ccccc3)c2=O)c(=O)[nH]c1=O	2	13	2	-7	0.9	-1	6	6.3%	4
Clc1ccc(C[n+]2c(-c3ccccc3)cc(-c3ccccc3)cc2-c2ccccc2)cc1	18	/	5	2	-0.3	0	1	-0.8%	-9
C=CCn1c(O)c(C(C)=NCCCO)c(=O)[nH]c1=O	/	-1	3	17	/	-1	3	0.0%	/

# Screening data from PubChem.

# An excerpt; rates above refer to the full screens.
